# Source: PubChem BioAssay (Broad Institute)
# Cneo AK release: Cryptococcus neoformans cell lysis inducers, primary screen, AK release luminescence, single concentration | AID 651654, 2012 | lysis activity, % at 15 µM | 0.2% of 360,000 active | C. neoformans lysis, adenylate kinase release luminescence, 4 h; normalised: neutral wells 0, clomiphene wells 100;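 active = mean lysis activity across replicates of at least 80%, whatever share of replicates individually reach that level; inactive = mean lysis activity below 80%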
#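 Assay system: C. neoformans cells. Amount: yeast cell density of 5 × 10^6 cells/mL. Technique: AK luminescence. Buffer or medium: YPD. Times: static 4 h at 37 °C with compound, 1 h detection. Dosing: single-point compound dose. Read-out: lysis from increased AK signal.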
# PglD DTNB: C. jejuni PglD acetyltransferase inhibitors, primary screen, biochemical, DTNB colorimetric, single point; inhibition, % at 12.5 µM; UDP-N-acetylbacillosamine N-acetyltransferase PglD (Campylobacter jejuni); purified PglD enzyme, DTNB colorimetric CoA detection; 0.098% of 360,000 active; in the data active = inhibition above about 16%, passing the limit was not always enough; inconclusive = no clear call, values can overlap the other calls; also: strong numbers were not always called active
# PGC1a acetyl inh: inhibitors of PGC1a acetylation signal, primary screen, cell-based, U2OS, AlphaScreen, inhibitor mode | AlphaScreen anti-acetyl-lysine; with virally co-expressed GCN5 acetyltransferase | AID 651687, 2012 | 0.17% of 350,000 active | inhibition, % at 15.6 µM;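 active = every replicate shows inhibition of at least 40%; inconclusive = mean inhibition at least 40% but some replicate below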;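 also: 0% = neutral control wells and 100% = positive control wells; some results beyond the cut were filed as inactive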
# miR122 inh: miR-122 Renilla sensor signal increase in Huh7, primary screen, miR-122 inhibitor project, cell-based, single point, plate reader; Huh7 miR-122 Renilla luciferase sensor, 48 h; neutral wells = 0, positive control = 100; activation (reporter increase), % at 12.5 µM; 0.3% of 340,000 active;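 active = mean replicate activation score at least 90 and every replicate individually at or above 90; inconclusive = only one of the two criteria met; inactive = neither criterion met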;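 also: higher luciferase means less miR-122 activity so hits act as miR-122 inhibitors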
# E-sel inducer: E-selectin induction in HUVECs, primary screen, imaging, HUVEC, immunofluorescence imaging, single point | P16581 | normalized: neutral wells 0, TNF-alpha wells 100 | activation, % at 7.58 µM | 0.37% of 260,000 active | AID 686992, 2013;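 active = mean E-selectin-positive cell signal at least 10% of the positive control, reached in at least 60% of replicates, without over 20% cell loss; inconclusive = no rule given, readout overlaps actives, possibly toxicity-flagged; inactive = the rest, including those meeting only one limit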;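 also: in these data hits start at about 27%; measured in HUVEC primary endothelial cells; signal is the percent of cells scored E-selectin positive by PE staining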
# Target sequence (P16581 whole entry, looked up): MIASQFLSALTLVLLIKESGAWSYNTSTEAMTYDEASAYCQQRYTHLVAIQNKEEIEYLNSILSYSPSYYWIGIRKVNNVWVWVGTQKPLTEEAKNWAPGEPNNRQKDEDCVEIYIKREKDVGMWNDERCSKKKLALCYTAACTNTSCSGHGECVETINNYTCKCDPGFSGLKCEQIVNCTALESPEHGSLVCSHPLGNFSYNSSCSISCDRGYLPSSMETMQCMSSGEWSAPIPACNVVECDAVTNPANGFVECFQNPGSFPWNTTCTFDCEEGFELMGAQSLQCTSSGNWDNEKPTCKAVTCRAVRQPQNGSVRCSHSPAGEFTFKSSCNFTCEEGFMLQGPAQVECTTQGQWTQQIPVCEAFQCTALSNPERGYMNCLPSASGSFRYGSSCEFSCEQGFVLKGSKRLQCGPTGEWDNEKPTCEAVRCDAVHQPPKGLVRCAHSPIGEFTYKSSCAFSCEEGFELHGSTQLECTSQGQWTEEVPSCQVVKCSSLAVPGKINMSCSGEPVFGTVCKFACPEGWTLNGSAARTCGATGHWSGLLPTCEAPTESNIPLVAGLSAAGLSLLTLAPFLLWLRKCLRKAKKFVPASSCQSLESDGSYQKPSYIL
#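 Read-out: % PE-positive cells | Test system: HUVEC | Doses: One compound dose added by pin transfer | Buffer or medium: EGM-2 over gelatin coat | Signal: Immunofluorescence imaging | Benchmarks: TNF-alpha, DMSO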
# RAD54 inh: inhibitors of human RAD54 branch migration, primary screen, biochemical, fluorescence, single point; AID 602329, 2012; 0.14% of 360,000 active; RAD54 Holliday junction branch migration, FAM/BHQ fluorescence; inhibition, % at 10.4 µM;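 active = mean normalized replicate activity at least 40 and at least half of replicates scoring 40 or more; inconclusive = only one of the two criteria met; inactive = mean below 40 and under half of replicates reaching 40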;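 also: 0% = median of neutral control wells and 100% = median of positive control wells; inhibitors cause a drop in the FAM fluorescence signal; in these data hits start at about 50%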
# ERAP1 inh: human ERAP1 aminopeptidase inhibitors, primary screen, biochemical, single point, plate reader; Endoplasmic reticulum aminopeptidase 1 (Homo sapiens), Q9NZ08; recombinant ERAP1, Leu-AMC fluorescence, 60 min; inhibition, % at 10.7 µM; 0.15% of 340,000 active;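 active = mean replicate inhibition of at least 30%, or all replicates individually reaching that 30% level; inactive = mean below 30% and not every replicate reaching it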;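 also: 0% = neutral control wells and 100% = L-leucinethiol positive control wells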
# RAD52 anneal inh: RAD52 DNA annealing inhibitors, primary screen, biochemical, FRET, single point, set 2. recombinant RAD52 DNA annealing, FRET fluorescence. inhibition, % at 18.7 µM. 0.46% of 360,000 active;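 active = every replicate showing at least 50% inhibition; inconclusive = mean inhibition at least 50% but not in every replicate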
# Target sequence (P43351 whole entry, looked up): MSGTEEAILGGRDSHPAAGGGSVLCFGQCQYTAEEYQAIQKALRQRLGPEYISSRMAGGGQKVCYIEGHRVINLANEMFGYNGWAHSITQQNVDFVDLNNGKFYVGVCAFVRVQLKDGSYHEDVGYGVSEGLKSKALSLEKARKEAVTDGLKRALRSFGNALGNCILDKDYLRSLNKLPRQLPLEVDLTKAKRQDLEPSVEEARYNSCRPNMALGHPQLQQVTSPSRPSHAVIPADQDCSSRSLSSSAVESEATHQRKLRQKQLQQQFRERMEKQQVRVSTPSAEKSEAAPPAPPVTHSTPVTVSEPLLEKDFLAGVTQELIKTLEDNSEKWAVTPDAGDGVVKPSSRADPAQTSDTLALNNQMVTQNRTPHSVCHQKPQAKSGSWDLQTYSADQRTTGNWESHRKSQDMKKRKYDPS
# * hit, by the source's call; ? = inconclusive; . = not tested or not shown; [ ] = remark or other dose.
# The first four compounds as a preview:
[1] COc1ccc(NC(=O)N(C)C[C@@H]2OCCCC[C@@H](C)Oc3ccc(NC(=O)Nc4c(C)noc4C)cc3C(=O)N([C@@H](C)CO)C[C@H]2C)cc1
[2] CCN(CC)c1ccc(C(=O)OCC(=O)N(C(C)C)C(C)C)cc1
[3] O=S(=O)(O)c1cc(O)c2cc(Nc3ccccc3)ccc2c1
[4] Cc1ccc(NC(=S)N2C3CCCC2CC(NC(=O)C2CC2)C3)cc1C (configuration not stated)

screen / no.	1	2	3	4
Cneo AK release	-2	.	1	-1
PglD DTNB	-2	.	2	-2
PGC1a acetyl inh	11	0	-24	1
miR122 inh	-3[16.7 µM]	.	0	6
E-sel inducer	-0.2	-0.5	-0.1	-0.1
RAD54 inh	0	.	12	-4
ERAP1 inh	-2	-7	43*	-2
RAD52 anneal inh	-9	-1	-23	1

# The list itself, from the start:
[1] COc1ccc(NC(=O)N(C)C[C@@H]2OCCCC[C@@H](C)Oc3ccc(NC(=O)Nc4c(C)noc4C)cc3C(=O)N([C@@H](C)CO)C[C@H]2C)cc1
[2] CCN(CC)c1ccc(C(=O)OCC(=O)N(C(C)C)C(C)C)cc1
[3] O=S(=O)(O)c1cc(O)c2cc(Nc3ccccc3)ccc2c1
[4] Cc1ccc(NC(=S)N2C3CCCC2CC(NC(=O)C2CC2)C3)cc1C (configuration not stated)
[5] C[C@@H]1CN([C@@H](C)CO)C(=O)c2c(c3ccccc3n2C)-c2ccccc2CO[C@H]1CN(C)C(=O)c1ccccc1
[6] Cc1cc(C)c(C)c(S(=O)(=O)Nc2ccc3cn[nH]c3c2)c1C
[7] Cc1ccc2c(CSc3nnc(C4CC4)n3N)cc(=O)oc2c1C
[8] CCCNC(=O)[C@H]1[C@H](CO)[C@H]2Cn3c(ccc(-c4ccccc4OC)c3=O)[C@H]2N1CC
[9] Nc1nc(-c2ccccn2)nc(N)c1Cc1c(F)cccc1Cl
[10] COc1ccc(NC(=O)Nc2ccc3c(c2)C(=O)N([C@H](C)CO)C[C@H](C)[C@H](CN(C)Cc2ccccc2)OCCCC[C@H](C)O3)cc1

screen / no.	1	2	3	4	5	6	7	8	9	10
Cneo AK release	-2	.	1	-1	5	6	0	3	.	1
PglD DTNB	-2	.	2	-2	1	-4	3	0	.	2
PGC1a acetyl inh	11	0	-24	1	-14	-1	-7	.	16	2
miR122 inh	-3[16.7 µM]	.	0	6	.	157*	-1	-1[16.7 µM]	-3	-10[16.7 µM]
E-sel inducer	-0.2	-0.5	-0.1	-0.1	-0.2	.	.	-0.4	1.0	0.0
RAD54 inh	0	.	12	-4	-2	14	1	5	.	8
ERAP1 inh	-2	-7	43*	-2	-3	-4	.	-4	1	-1
RAD52 anneal inh	-9	-1	-23	1	11	-2	.	-2	-33	54*

[11] COc1cccc(S(=O)(=O)Nc2ccc3c(c2)OC[C@@H](C)N(Cc2ccccc2F)C[C@@H](C)[C@H](OC)CN(C)C3=O)c1
[12] CCOC(=O)C1CCN(c2ccc([N+](=O)[O-])c(C(C)=O)c2)CC1
[13] O=Cc1cc(Cl)ccc1OCCN1CCC(Cc2ccccc2)CC1
[14] Cc1ccc(-n2c(C)cc(C(=O)OCC(=O)N(C)C3CCS(=O)(=O)C3)c2C)cc1 (configuration not stated)
[15] CCNC(=O)C[C@@H]1CC[C@@H]2[C@@H](COc3ccc(NC(C)=O)cc3C(=O)N2C)O1
[16] O=C(CCC(=O)N1CCN(S(=O)(=O)c2ccc(Cl)cc2)CC1)NC1CCCc2ccccc21 (configuration not stated)
[17] COc1cc(-c2noc(CCCC(=O)Nc3ccc(C(N)=O)cc3)n2)cc(OC)c1OC
[18] CCSc1nnc(NC(=O)CCNC(=O)c2ccccc2Cl)s1
[19] Cc1noc(C)c1S(=O)(=O)N(C)C[C@H]1Oc2ccc(NS(=O)(=O)c3ccccc3)cc2C(=O)N([C@@H](C)CO)C[C@H]1C
[20] Cc1ccc(S(=O)(=O)N2CCOCC(=O)NCCOCCNC(=O)COCC2)cc1

screen / no.	11	12	13	14	15	16	17	18	19	20
Cneo AK release	1	-4	-2	0	1	-1	-2	5	-2	5
PglD DTNB	0	2	4	3	2	4	2	8	4	-1
PGC1a acetyl inh	16	0	8	2	9	-4	-15	-1	-1	-15
miR122 inh	.	-6	7	3	18[16.7 µM]	-4	-13	-5	0[16.7 µM]	0
E-sel inducer	-0.1	.	.	.	.	.	.	-0.3	-0.4	.
RAD54 inh	-2	-7	10	6	3	1	-7	-7	3	4
ERAP1 inh	.	5	4	.	3	.	.	-2	2	.
RAD52 anneal inh	-2	-7	-7	.	12	.	-10	-1	-13	.

[21] CN(Cc1c(F)cccc1Cl)C(=O)c1ccc(COc2ccccc2)cc1
[22] O=C(COc1ccc(S(=O)(=O)N2CCc3ccccc32)cc1Cl)NCc1ccccn1
[23] C[C@H]1CN([C@@H](C)CO)S(=O)(=O)c2ccc(/C=C/c3ccccc3)cc2O[C@@H]1CN(C)C(=O)c1ccccc1
[24] O=C(COC(=O)c1ccc[nH]c1=O)NC1CCCCC1
[25] O=C(NCCN1C(=O)C2C3C=CC(C3)C2C1=O)Nc1ccccc1O (configuration not stated)
[26] CC1(C(=O)NS(=O)(=O)c2ccc(Cl)cc2)CCN1C(=O)CC1CCCC1 (configuration not stated)
[27] CCOc1c(C)cc2[nH]c(CCC(=O)O)nc2c1C
[28] COc1ccc(C(C(=O)NC2CCCC2)N(C(=O)c2ccco2)c2cc3c(cc2C(C)=O)OCO3)cc1 (configuration not stated)
[29] COc1ccc(NC(=O)N(C)C[C@H]2OCCCC[C@@H](C)Oc3ccc(NS(=O)(=O)c4cccs4)cc3C(=O)N([C@@H](C)CO)C[C@H]2C)cc1
[30] CCC1CCC2(CC1)NC(=O)N(CC(=O)Nc1ccc(OC)cc1)C2=O (configuration not stated)

screen / no.	21	22	23	24	25	26	27	28	29	30
Cneo AK release	-7	-2	2	4	-2	-2	-3	0	1	-2
PglD DTNB	-2	0	1	3	0	-4	-3	-4	2	-4
PGC1a acetyl inh	1	10	-14	0	.	4	10	.	12	.
miR122 inh	.	6	18[16.7 µM]	2	.	1	0	3	9[16.7 µM]	4
E-sel inducer	.	.	20	.	0.3	-0.2	.	.	-0.1	.
RAD54 inh	-1	-8	-9	-2	-3	10	7	0	8	-1
ERAP1 inh	-2	.	.	-8	.	3	.	-1	-4	0
RAD52 anneal inh	2	.	.	-10	0	-13	.	-4	5	-2

[31] CCC(=O)N1C[C@H](C)[C@@H](OC)CN(C)C(=O)c2ccc(NC(=O)c3cc(C)on3)cc2OC[C@@H]1C
[32] CCN(C(=O)CN1CCN(c2ccccc2F)CC1)c1c(N)n(Cc2ccccc2)c(=O)[nH]c1=O
[33] Clc1ccc(-c2nnnn2-c2ccc(Cl)c(Cl)c2)cc1Cl
[34] COc1ccc(CCNC(=O)C2=CC=CN3CCS(=O)(=O)N=C23)cc1
[35] C[C@H](CO)N1C[C@H](C)[C@H](CN(C)Cc2ccc(-c3ccccc3)cc2)Oc2ccc(NS(=O)(=O)c3cccs3)cc2C1=O
[36] Cc1ccc(N(CCC#N)C(=O)COC(=O)C2CCN(c3ccc(C(F)(F)F)cn3)CC2)cc1
[37] CC(C)C(c1nnnn1Cc1ccc(F)cc1)N1CCN(Cc2ccc3c(c2)OCO3)CC1 (configuration not stated)
[38] COc1ccc(CN(C)C[C@H]2Oc3c(NC(=O)Nc4ccc(OC)cc4)cccc3C(=O)N([C@H](C)CO)C[C@@H]2C)cc1
[39] Cc1cccc(NC(=O)CNC(=O)C(NC(=O)Cc2ccccc2)C(C)C)c1C (configuration not stated)
[40] Cc1ccccc1S(=O)(=O)N1CC(=O)N2[C@H](CO)[C@H](c3ccc(C#CCN(C)C)cc3)[C@@H]2C1

screen / no.	31	32	33	34	35	36	37	38	39	40
Cneo AK release	46	.	3	-1	2	-2	2	-3	2	.
PglD DTNB	2	.	2	-7	-3	-2	2	-1	-3	.
PGC1a acetyl inh	-7	-2	-4	0	-5	.	8	3	-3	-5
miR122 inh	3[16.7 µM]	.	17	-9	2[16.7 µM]	-6	-4	9[16.7 µM]	-1	.
E-sel inducer	-0.2	0.5	.	.	?	-0.1	.	0.3	-1.8	1.0
RAD54 inh	20	.	0	2	4	-13	-5	1	-19	.
ERAP1 inh	.	5	.	5	-3	-2	.	1	2	2
RAD52 anneal inh	.	-15	.	-12	-2	-12	.	12	-5	14

[41] COc1ccccc1CNC(=O)CNC(=O)c1sc2ccccc2c1Cl
[42] Cc1nc(NCc2ccco2)c2c(C)c(C)sc2n1
[43] O=C(NCc1ccco1)c1ccccc1NC(=O)C1CC(=O)N(c2ccc(Cl)cc2)C1 (configuration not stated)
[44] C=CCn1c(SCC(=O)Nc2ccc(N3CCOCC3)cc2)nc2ccccc2c1=O
[45] O=C(C[C@@H]1C[C@@H]2c3cc(NS(=O)(=O)c4ccccc4)ccc3O[C@@H]2[C@@H](CO)O1)NC1CCCCC1
[46] COc1ccc(/C=N/NC(=O)c2cccc(NC(C)=O)c2)c(C(=O)O)c1OC
[47] CCCCN(C(=O)c1ccc(OC)c([N+](=O)[O-])c1)c1c(N)n(CCC)c(=O)[nH]c1=O
[48] O=C(C[C@@H]1C[C@H]2c3cc(NC(=O)Nc4ccccc4F)ccc3O[C@H]2[C@@H](CO)O1)NCCc1ccccc1
[49] COc1cccc(-c2cnc3c(c2)C(=O)N([C@@H](C)CO)C[C@H](C)[C@@H](CN(C)Cc2cccnc2)O3)c1
[50] COc1ccc(NC(=O)CCCc2ccccc2)cc1OC

screen / no.	41	42	43	44	45	46	47	48	49	50
Cneo AK release	-4	0	3	-3	-1	1	2	22	0	3
PglD DTNB	6	-5	3	-1	4	-1	1	-2	-2	2
PGC1a acetyl inh	.	32	-9	-3	0	1	.	5	-11	3
miR122 inh	.	129*	-5	4	-6[16.7 µM]	-3	.	0[16.7 µM]	-3[16.7 µM]	-10
E-sel inducer	0.0	.	.	-0.1	-0.1	0.1	.	0.8	.	.
RAD54 inh	-10	-5	-1	-14	-1	12	1	-2	5	-5
ERAP1 inh	1	.	.	-3	0	1	1	0	4	-4
RAD52 anneal inh	-44	.	.	-16	12	-8	-13	-2	-14	-19

[51] Cc1onc(C(=O)NN)c1C(=O)Nc1ncc(C(F)(F)F)cc1Cl
[52] CC(=O)N1CCN(c2ccc(NCc3ccc(C)s3)cc2)CC1
[53] CCc1ccc(/C=N/NC(=O)Cc2cccn2C)cc1
[54] COc1ccc2c(c1)CC[C@@H]1[C@@H]2CC[C@]2(C)[C@@H](C(=O)O)C[C@@H]12

screen / no.	51	52	53	54
Cneo AK release	0	5	.	0
PglD DTNB	3	-2	.	-2
PGC1a acetyl inh	-2	.	-2	-5
miR122 inh	-1	.	.	3
E-sel inducer	.	0.0	2.9	0.2
RAD54 inh	8	4	.	2
ERAP1 inh	1	0	2	2
RAD52 anneal inh	6	5	-13	-21
